AddAB inh: growth inhibition of E. coli expressing H. pylori AddAB, primary screen, AddAB inhibitor project, absorbance; AID 435030, 2010; inhibition, % at 11.9 µM; 0.29% of 330,000 active; in the data active = inhibition above about 12%;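 note: 0% = vehicle wells of infected cells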
MOR-DOR ag: agonists of OPRM1-OPRD1 heterodimerization, primary screen, cell-based, luminescence. AID 504326, 2011. Mu-type opioid receptor (Homo sapiens) + Delta-type opioid receptor (Homo sapiens), …. 0.3% of 340,000 active. activation, % at 9.3 µM. cells; in the data active = activation above about 18%;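 note: 0% = vehicle-treated cells and 100% = reference agonist; values of inactives mirror those of a sister screen read the other way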
Target sequence (P35372 whole entry, looked up): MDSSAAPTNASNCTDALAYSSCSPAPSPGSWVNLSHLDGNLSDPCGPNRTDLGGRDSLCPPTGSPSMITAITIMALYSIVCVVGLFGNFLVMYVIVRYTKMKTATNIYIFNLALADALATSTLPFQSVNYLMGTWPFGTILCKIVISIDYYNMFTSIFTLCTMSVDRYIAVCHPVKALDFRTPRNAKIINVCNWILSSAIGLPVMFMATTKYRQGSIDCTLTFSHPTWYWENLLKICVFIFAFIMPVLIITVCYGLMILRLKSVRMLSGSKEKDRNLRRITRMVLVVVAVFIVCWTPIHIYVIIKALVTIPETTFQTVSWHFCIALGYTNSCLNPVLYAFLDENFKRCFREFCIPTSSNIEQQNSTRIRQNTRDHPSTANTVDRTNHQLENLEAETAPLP
Target sequence (P41143 whole entry, looked up): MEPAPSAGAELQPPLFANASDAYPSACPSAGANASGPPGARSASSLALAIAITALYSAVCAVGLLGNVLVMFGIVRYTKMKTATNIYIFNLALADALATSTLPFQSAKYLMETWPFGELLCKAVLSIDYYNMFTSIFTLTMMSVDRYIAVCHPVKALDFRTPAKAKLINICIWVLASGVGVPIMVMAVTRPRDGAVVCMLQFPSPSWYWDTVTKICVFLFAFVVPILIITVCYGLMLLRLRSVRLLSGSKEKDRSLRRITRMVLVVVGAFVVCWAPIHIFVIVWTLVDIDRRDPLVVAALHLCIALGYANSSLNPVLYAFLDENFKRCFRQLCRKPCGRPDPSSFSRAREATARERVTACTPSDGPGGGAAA
Arrestin-AP2 inh: inhibitors of beta-arrestin/AP2 binding, primary screen, biochemical, GPCR trafficking, flow cytometry; beta-arrestin 1 C-terminal peptide binding to AP2 beta2-adaptin appendage (human); FITC-arrestin peptide / GST-AP2 beads; AP2 beta2 appendage carries R879A mutation; inhibition, % at 10 µM; 0.31% of 340,000 active;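 active = inhibition above a set limit, near 3 SD of compounds lacking own fluorescence, cut at about 54% in these data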;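 note: plate controls were DMSO wells for no effect and 5 µM unlabelled arrestin peptide for full effect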
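Material – GST-tagged AP2 beta2-adaptin appendage (R879A) on 4 µm glutathione beads · Probe or stimulus – fluorescein-tagged arrestin peptide at 50 nM final · Timing – 12 min plus 1 h, RT · Detection – bead flow cytometry, FITC channel · Read-out basis – inhibition as reduced fluorescein signal on beads, percent · Medium – PBS plus Tween 20 (0.05%) and BSA (0.1%)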
PfHsp90 set2: growth inhibition of PfHsp90-expressing yeast, primary screen, antimalarial PfHsp90 inhibitor project, S. cerevisiae, BacTiter-Glo luminescence, single point, set 2; BacTiter-Glo ATP, 48 h; yeast lacking PDR1 and PDR3 efflux regulators; 0.32% of 310,000 active; inhibition, % at 9.4 µM; AID 504621, 2011;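 active = every replicate shows inhibition above about 80%, whatever the replicate mean, limit read from the data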;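 note: 0% = DMSO neutral controls and 100% = 20 µM radicicol positive controls; yeast relying on Plasmodium falciparum Hsp90 in place of its own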
phage Ecoli inh: growth loss of phage-infected E. coli, primary screen, RecBCD inhibitor project, absorbance, with phage, HTS; inhibition, % at 11.9 µM; 0.26% of 360,000 active; in the data active = inhibition above about 11%
OPRM1-OPRD1 inv: inverse agonists of MOR-DOR heterodimerization, primary screen, cell-based, luminescence; Mu-type opioid receptor (Homo sapiens) + Delta-type opioid receptor (Homo sapiens), …; cell-based MOR-DOR heterodimer luminescence, inverse agonism; inhibition, % at 9.3 µM; 0.21% of 340,000 active; AID 504357, 2011; in the data active = inhibition above about 22%, passing the limit was not always enough;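 note: 0% = cells with DMSO and 100% = wells without cells with DMSO; values of inactives mirror those of a sister screen read the other way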
Mot1-301 SUMO: yeast Mot1-301 growth rescue at high temperature, primary screen, SUMOylation pathway inhibitor project, S. cerevisiae, ATP luminescence, 38.5C | 1% of 320,000 active | S. cerevisiae Mot1-301 growth rescue; percent above DMSO median, 100 means doubled | growth rescue, % at 18.8 µM;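 active = every valid replicate shows activation above 250% relative to neutral control wells; inactive = the rest, any valid replicate at or below 250%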;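 note: OY570 slx delta 5 strain wells were the positive control but not used for scaling; some compounds called inactive have numbers as strong as hits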
DSG3 Ab inh: inhibitors of pemphigus antibody binding to DSG3, primary screen, biochemical, bead-based, flow cytometry, scFv-GFP; DSG3-coupled beads, scFv-anti-DSG3-GFP binding; active compounds read low; binding (percent of control), % at 10 µM; 0.48% of 310,000 active; AID 588358, 2011;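 active = binding more than 3 SD below its plate's average and above zero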;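 note: hits lower antibody fragment binding to DSG3; some compounds called inactive have numbers as strong as hits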
Tat transport: E. coli Tat export inhibitors, primary screen, MC4100, TorA-mCherry reporter, fluorescence, single point; inhibition, % at 10 µM; 0.036% of 340,000 active; AID 488895, 2010;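 active = mean replicate inhibition at least 50% and at least half of replicates individually reaching 50%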;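 note: exported cargo escapes ClpAP degradation while cytoplasmic cargo is degraded and loses fluorescence; 0% = median of neutral control wells and 100% = median of NaSCN control wells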
E coli growth: E. coli V3065 growth inhibition, primary screen, counter-screen for AddAB inhibitor project, absorbance, OD600. inhibition, % at 11.9 µM. 18 h. 0.27% of 330,000 active;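 active = inhibition above the campaign's mean inhibition across all tested compounds plus 3 SD, cut at about 9.9% in these data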;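 note: uninfected addAB+ strain grown without phage in ampicillin broth; 0% = DMSO wells and 100% = ciprofloxacin 0.95 µg/ml wells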
PKA-R1A activ: activators of PKA-R1A holoenzyme, primary screen, biochemical, fluorescence polarization, Cy5-IP20, bovine R1A, mouse PKAc | cAMP-dependent protein kinase type I-alpha regulatory subunit (Bos taurus) + … | PKA-R1A dissociation; scaled: DMSO 0%, 113 µM cGMP 100% | activation, % at 11.4 µM | 0.083% of 340,000 active | AID 504707, 2011;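 active = percent activation above the mean of all tested compounds plus 3 SD, cut at about 19% in these data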;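 note: higher means more PKAc released from R1A so a rise in polarization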
* = called active by the depositor; / = no result given.

structure	AddAB inh	MOR-DOR ag	Arrestin-AP2 inh	PfHsp90 set2	phage Ecoli inh	OPRM1-OPRD1 inv	Mot1-301 SUMO	DSG3 Ab inh	Tat transport	E coli growth	PKA-R1A activ
COc1ccc(/C=C2\SC(=O)N(CC(=O)Nc3ccc(F)cc3)C2=O)cc1O	6.5	-1.7	-5	-6	0.9	8	244	106	-14	0.3	8
COc1cccc(C(c2sc3nc(C)nn3c2O)N2CCC3(CC2)OCCO3)c1 (centres undefined)	1.3	-3.6	33	9	0.0	16	-3	102	3	-1.5	7
O=C(c1ccccc1SCc1ccc(F)cc1)N1CCOCC1	-0.9	0.9	-26	2	2.3	-5	43	108	2	1.1	7
COc1ccc(CNc2ncc(-c3ccc(F)cc3)n2C)c2ccccc12	-1.4	-0.1	1	-42	5.5	1	16	110	6	-3.3	11
O=C(NC12CC3CC(CC(C3)C1)C2)c1ccco1	0.8	-1.4	-15	-7	0.8	7	0	99	5	1.2	3
CC(C)(C)C(=O)Nc1nnc(SCC(=O)NC2CCCCC2)s1	0.7	0.1	10	14	1.5	-1	11	108	-13	-1.3	1
Cc1cc(C)n(CC(=O)NNC(=O)COc2ccc(Cl)cc2Cl)n1	-3.8	-1.9	41	9	-0.1	7	272	107	0	-4.7	-10
Cc1cc(C)nc(N(C#N)Cc2cccc([N+](=O)[O-])c2)n1	-1.9	1.7	-2	9	2.8	-12	480	92	3	-3.0	-4
CCN1C(=O)C(O)(CC(=O)c2ccccn2)c2ccccc21 (centres undefined)	2.6	-7.1	3	12	2.6	31	0	102	-3	2.1	-5
Cc1nc2ccccc2nc(C)c1=NOCc1cccc(F)c1	-0.3	-0.6	4	/	-1.1	3	-11	122	3	0.1	11
O=C(COc1ccccc1)N1c2ccccc2Sc2ccccc21	1.0	3.1	24	-4	3.2	-17	-11	93	9	-1.2	-10
Cc1c(F)cccc1NC(=O)CCC(=O)O	0.0	-1.1	30	-4	0.2	7	320	80	6	-0.4	0
Cc1ccccc1-c1cc(-c2ccccc2O)n[nH]1	2.9	3.0	-3	-7	3.8	-18	-10	98	4	-0.6	-5
Cc1sc(NC(=O)C2CSC3(C)CCC(=O)N23)nc1-c1ccccc1 (centres undefined)	3.9	5.4	22	-7	-1.9	-36	57	-14	-4	-0.9	-16
S=C(Nc1ccc(Cl)cc1)c1nc2ccccc2[nH]1	12	4.1	11	-11	4.2	-18	3	101	6	7.2	0
O=C(NCc1ccccc1)/C(=C/c1ccco1)NC(=O)c1ccco1	0.7	-2.9	10	-45	1.5	14	3	91	5	-1.3	0
O=C1CC(c2ccc(Cl)cc2)n2nc(N3C(=O)c4ccccc4C3=O)nc2N1 (centres undefined)	3.2	-0.8	-4	6	1.4	5	3	99	-9	0.6	-5
O=C(c1cc(Br)c[nH]1)N1CCCCC1	2.2	-2.2	-3	-7	0.1	11	-3	92	-7	-0.5	-5
COC(=O)[C@]1(C)N[C@H](c2ccc(-c3ccc(OC)cc3)cc2)[C@@H]2C(=O)N(C)C(=O)[C@@H]21	-0.7	-1.8	3	7	1.9	10	16	99	2	-0.9	1
C=CCNC(=O)c1c(CSc2ccc(F)cc2)noc1C(=O)NCCC	-0.8	0.6	-3	8	5.5	-4	1	107	7	-0.9	-13

structure	AddAB inh	MOR-DOR ag	Arrestin-AP2 inh	PfHsp90 set2	phage Ecoli inh	OPRM1-OPRD1 inv	Mot1-301 SUMO	DSG3 Ab inh	Tat transport	E coli growth	PKA-R1A activ
COc1ccc2c(CC(=O)N3CCc4ccccc43)coc2c1	2.7	-4.5	-2	-12	-0.8	19	-1	/	1	-1.6	-13
Cc1[nH]c(C)c(S(=O)(=O)N2CCc3ccccc32)c1C(=O)N1CCCCC1	3.4	-2.9	-6	-1	1.7	16	3	96	-7	2.2	-6
COc1cccc(C(=O)NCc2n[nH]c(=S)n2-c2cccc(C)c2)c1	-0.4	0.8	-4	-10	-0.5	-5	-4	103	-2	-0.2	-2
CCOC(=O)C1CN(S(=O)(=O)c2ccc(OC)cc2)c2cc(CC(=O)OC)ccc2O1 (centres undefined)	3.5	-0.5	19	-14	0.1	3	/	99	-4	0.5	-2
O=C(CN1C(=O)C(=O)N(Cc2ccccc2)C1=O)Nc1ccc(F)c(Cl)c1	-1.2	0.8	39	/	0.5	-4	6	113	-4	0.7	-8
CCN(CC(=O)Nc1ccc(NC(C)=O)cc1)CC(=O)Nc1ccc(F)c(Cl)c1	-0.2	-0.1	21	10	-2.7	0	-3	104	-5	-1.4	-5
Cc1c(C(=O)N2CCN(c3ccc([N+](=O)[O-])cc3)CC2)oc2ccccc12	1.3	-1.6	-6	-5	6.7	6	-1	/	-1	-2.1	-7
O=C(CCCCl)NC(=S)Nc1ccc(N2CCOCC2)cc1	-2.1	/	-12	-1	1.7	/	-12	89	-11	-0.7	/
CCCCn1c(=S)[nH]c2ccccc2c1=O	1.9	4.5	-6	-15	2.1	-22	3	75	-8	3.1	6
COCC(=O)Nc1ccc([N+](=O)[O-])cc1OC	1.6	-2.0	1	6	4.1	11	-7	100	-4	0.1	11
O=C(NCCO)c1cc([N+](=O)[O-])cc2c1C=Cc1ccccc1O2	2.7	3.1	11	/	2.7	-15	136	115	-2	3.1	-2
CCCCNc1ccc2c(c1)C1CC2CCN1C(=O)OCc1ccccc1 (centres undefined)	/	1.3	6	11	-0.4	-6	/	93	-7	/	-8
CCS(=O)(=O)c1ccc2c(c1)N(S(=O)(=O)c1ccc(C)cc1)CC(C(=O)O)O2 (centres undefined)	3.7	-2.6	3	6	6.3	13	4	97	-1	1.0	1
O=C(c1ccccc1S(=O)(=O)NCc1ccccc1)N1CCCC1	4.2	-0.7	4	-15	3.0	3	-24	105	-6	2.1	-5
Cc1c(C(=O)N2CCc3ccccc3C2)oc2ccc(S(=O)(=O)N3CC(C)CC(C)C3)cc12 (centres undefined)	2.7	0.8	5	4	3.1	-4	-4	99	-7	-0.2	6
CCOCCCN(C)C1CCN(C(=O)c2oc3ccccc3c2NC(=O)COc2cccc(C)c2)CC1	1.2	1.3	-15	2	0.8	-7	22	103	-6	-0.4	-3
Nc1ccc(-n2nc(C(F)(F)F)cc2C(F)(F)F)cc1	-0.2	4.6	-15	-22	0.1	-23	-7	/	-13	-0.1	5
COc1cc(/C=N/NC(=O)C(=O)NCc2cccnc2)cc(OC)c1OC	3.1	-4.0	12	4	2.0	18	-8	108	0	-1.2	3
O=C(Nc1nnc(-c2ccco2)o1)c1ccc(Cl)cc1	8.6	-1.5	-20	-9	-2.1	7	-30	/	2	3.4	3
COCc1nnc(NC(=O)c2ccccc2[N+](=O)[O-])s1	1.9	-0.8	16	-8	4.1	5	6	102	-5	0.2	-2

structure	AddAB inh	MOR-DOR ag	Arrestin-AP2 inh	PfHsp90 set2	phage Ecoli inh	OPRM1-OPRD1 inv	Mot1-301 SUMO	DSG3 Ab inh	Tat transport	E coli growth	PKA-R1A activ
CCOc1ccc(S(=O)(=O)NCCC(=O)NCC(c2cccs2)N(C)C)cc1 (centres undefined)	-0.2	13	-15	/	-0.6	-66	-7	101	-5	1.4	6
O=C(Cn1cnc2ccccc2c1=O)OCC(=O)c1ccc2c(c1)OCCO2	1.9	-2.4	-12	-17	3.0	14	-7	100	-7	-1.2	-12
CC(C)(C)NC(=O)COc1coc(CN2CCN(Cc3ccccc3)CC2)cc1=O	0.9	-1.7	-9	13	0.0	9	-24	108	-4	-0.3	1
CC(C)OCC(O)CN1CCN(CCN2C(=O)c3cccc4cccc(c34)C2=O)CC1 (centres undefined)	3.4	-1.9	-1	13	3.2	10	-3	97	-7	-0.8	-6
Cc1cc(C)c(C(=O)NCC2CCCO2)c(C)c1C(=O)NCC1CCCO1 (centres undefined)	-1.4	-1.1	34	0	2.8	5	-13	99	-5	0.7	-3
CCOC(=O)c1nn(-c2ccc(F)cc2)c2nc(CC(C)C)c(C#N)c(=O)n12	2.2	2.5	1	9	1.4	-12	128	102	6	0.7	-11
COC(=O)c1cccc(NS(=O)(=O)c2ccc(NC(C)=O)cc2)c1C	3.6	-0.5	-1	2	0.0	2	-20	102	-3	1.1	-7
O=C(Nc1nc2ccccc2[nH]1)c1cccc(F)c1	-1.2	-1.3	14	18	-3.6	7	-15	102	-1	-0.6	1
c1ccc2c(-c3ccc(OCCN4CCCCC4)cc3)c(-c3ccsc3)sc2c1	2.7	2.4	0	32	6.0	-13	256	/	3	0.7	-4
O=C1C2CC=C(Cl)CC2C(=O)N1CC1OCCc2ccccc21 (centres undefined)	2.4	-0.7	-6	20	1.1	3	-15	107	-2	-1.1	-4
COc1cccc(NC(=O)CNC(=O)c2cccs2)c1	0.1	0.6	5	0	0.9	-3	0	108	-5	2.5	-5
C=CCSc1nc(C)c(CCCC)c(=O)[nH]1	2.5	1.1	-4	-2	1.9	-6	-12	99	2	1.9	-5
COc1cccc(C(=O)Nc2ccc(C(=O)O)cc2)c1	2.0	-0.4	15	12	4.0	2	-21	/	11	-1.0	1
N=c1c(C(=O)NCC2CCCO2)cc2c(=O)n3ccccc3nc2n1Cc1ccc(F)cc1 (centres undefined)	-2.3	-2.5	-6	5	3.2	13	1	/	3	-0.1	-5
O=C(O)C1CCC(Cn2c(SCc3cc(=O)n4cc(Cl)ccc4n3)nc3ccsc3c2=O)CC1 (centres undefined)	5.1	-3.6	-3	-15	3.7	19	-19	99	1	-2.9	-9
CCCc1cc(=O)[nH]c(SCC(=O)N(C)CC(=O)Nc2ccccc2CC)n1	-0.2	-2.2	23	8	0.6	14	2	/	0	-0.6	-4
COC(=O)/C=C(\C)NC(=O)c1ccc(F)cc1	2.0	-3.1	-7	-14	0.2	18	-3	108	0	-1.0	2
Cc1ccc(CNC(=O)COC(=O)CSc2cc(C)c(Br)cc2C)cc1	0.3	4.4	35	-2	-0.4	-30	0	101	-4	0.9	-9

From PubChem BioAssay
